TGFb inhibitor – blocks TGF-b signaling; HepG2 CAGA-GFP TGF-b/SMAD3 reporter, GFP fluorescence, 18 h; TGF-beta stimulated, 500 pg/mL final; Potency, µM (top dose mostly 46.1 µM), inactives show at the top dose activity, negative = inhibition, most hits filed as inhibitors; 1.2% of 410,000 active; AID 588855; note: % is set by controls: 0 for no effect and ±100 for the full control effect; nearly all actives have a fitted effect of over 65% in size
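Inhibition of TGF-beta-driven CAGA-GFP reporter expression in HEPG2 cells is measured by cellular GFP fluorescence after 18 h stimulation with 500 pg/mL recombinant TGF-beta in 1% FBS medium at 37 degrees C.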
HepG2 tox – counter-screen for TGF-b inhibitors: cytotoxicity in HepG2 cells; HepG2 CAGA-GFP viability, ATP luminescence, 18 h; 0.76% of 410,000 active; AID 588856; Potency, µM (series often up to 46.1 µM), without a hit: at the highest dose activity change, negative = cytotoxicity, usual class: cytotoxic; note: some results filed as inactive show a strong effect at the top dose
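CellTiter-Glo luminescence gave cytotoxicity after 18 hours at 37 degrees C. The cells were HepG2 CAGA-GFP in 1% FBS DMEM, stimulated with 500 pg/mL TGF-beta after compound addition. %Activity was normalised to no-cell wells (complete cell-killing) and DMSO (no toxicity), and curves were fitted and classified.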
MCF10A rerep – DNA re-replication induction in MCF 10a cells; 2.9% of 350,000 active; MCF 10A DNA re-replication, Hoechst nuclear intensity, 48 h; Potency, µM (series often up to 46.1 µM), inactives show top-dose activity, positive = re-replication, actives largely listed as activators; note: % of control where 0% means no effect; nearly all actives have a fitted effect of over 50% in size
A549 viability – counter-screen for Nrf2 inhibitors: cytotoxicity in A549 cells; AID 504648; 0.16% of 390,000 active; Potency, µM (titrated, usually from 46 µM), inactives show at the top dose activity change, negative = cytotoxicity, usual class: inhibitors; A549 ARE-Fluc cells, CellTiter-Fluor viability, 18-24 h; note: % is set by controls: 0 for no effect and ±100 for the full control effect
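A549 ARE-Fluc cells in 5% FBS OPTI-MEM, 5000 cells/well, rested 2 h then exposed to compounds in concentration-response for 18-24 h at 37 °C. Viability by CellTiter-Fluor fluorescence (Ex 405/Em 525) after 30 min; luciferase luminescence (BugLite, 15 min, RT) read afterwards.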
Nrf2 activator – activates Nrf2 signaling; AREc32 ARE-luciferase reporter (MCF7-derived line), luminescence, 24 h; 0.31% of 410,000 active; Potency, µM (top dose mostly 46.1 µM), without a hit: at the top dose activation, hits mostly activators; AID 624171; note: % of control where 0% means no effect; nearly all actives have a fitted effect of over 65% in size
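Steps: seed AREc32_Fluc cells (1000/well, 5% FBS OPTI-MEM); incubate overnight at 37 deg C; add 23 nL compound; incubate 24 hr; add Steady-Glo; hold 30 min RT; read luminescence.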
ATXN2 expr inh – reduces ATXN2 reporter expression in HEK-293 cells. HEK-293 ATXN2-luciferase reporter, luminescence, 24 h. Potency, µM (top dose mostly 57 µM), for the others: top-dose activity change, negative = inhibition, actives largely listed as inhibitors. 0.72% of 360,000 active. AID 1745845; note: % is set by controls: 0 for no effect and ±100 for the full control effect; nearly all actives have a fitted effect of over 55% in size
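qHTS (up to 57 uM final) was run with 24 h compound exposure of reporter cells at 37 °C. Each well was multiplexed: SteadyGlo luminescence measured ATXN2-luciferase expression after a fluorogenic Gly-Phe-AFC viability readout (25 uM final).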
ATXN viability – cell viability loss in ATXN counter-screen; AID 651635; Potency, µM (series often up to 56.7 µM), hits mostly cytotoxic; 0.49% of 400,000 active; S2 cells (HEK-293 line with an ATXN2-luciferase reporter) viability, CellTiter-Fluor protease fluorescence, 24 h; note: nearly all actives have a fitted effect of over 40% in size
EPAC2 antag – antagonists of human EPAC2; EPAC2 GEF exchange of Rap1B-BODIPY-GDP, fluorescence; Potency, µM (series often up to 114 µM), without a hit: at the top dose activity, negative = inhibition, usual class: inhibitors; 0.18% of 360,000 active; note: % is set by controls: 0 for no effect and ±100 for the full control effect; nearly all actives have a fitted effect of over 45% in size; many of its hits are not listed in these tables
Target sequence (Q8WZA2 whole entry, looked up): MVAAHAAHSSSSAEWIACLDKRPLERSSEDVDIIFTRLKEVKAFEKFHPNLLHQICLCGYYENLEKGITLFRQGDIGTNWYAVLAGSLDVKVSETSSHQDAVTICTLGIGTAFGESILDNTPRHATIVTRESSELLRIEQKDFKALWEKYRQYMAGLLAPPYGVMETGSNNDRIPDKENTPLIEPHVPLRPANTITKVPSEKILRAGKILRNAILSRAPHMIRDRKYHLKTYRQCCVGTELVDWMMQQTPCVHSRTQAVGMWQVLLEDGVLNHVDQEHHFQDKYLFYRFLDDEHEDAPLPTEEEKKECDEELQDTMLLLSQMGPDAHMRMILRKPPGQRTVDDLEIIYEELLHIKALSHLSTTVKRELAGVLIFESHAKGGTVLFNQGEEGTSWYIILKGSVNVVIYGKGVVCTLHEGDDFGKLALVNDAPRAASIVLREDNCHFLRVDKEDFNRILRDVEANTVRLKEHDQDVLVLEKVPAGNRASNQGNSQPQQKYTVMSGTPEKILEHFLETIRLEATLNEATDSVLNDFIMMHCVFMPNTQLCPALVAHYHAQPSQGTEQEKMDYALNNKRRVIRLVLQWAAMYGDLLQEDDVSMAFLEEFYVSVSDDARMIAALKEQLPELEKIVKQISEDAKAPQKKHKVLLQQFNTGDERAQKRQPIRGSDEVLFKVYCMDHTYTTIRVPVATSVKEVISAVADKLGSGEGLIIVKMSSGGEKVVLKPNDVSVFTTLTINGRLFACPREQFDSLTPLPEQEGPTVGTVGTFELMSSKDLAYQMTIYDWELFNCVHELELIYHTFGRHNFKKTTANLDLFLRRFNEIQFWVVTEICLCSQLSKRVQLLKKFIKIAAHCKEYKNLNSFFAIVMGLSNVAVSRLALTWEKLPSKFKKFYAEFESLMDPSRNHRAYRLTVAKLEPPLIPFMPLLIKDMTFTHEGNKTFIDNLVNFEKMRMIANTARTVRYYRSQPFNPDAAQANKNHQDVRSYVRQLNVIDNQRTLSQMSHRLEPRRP
Nrf2 block – Nrf2 pathway inhibition | A549 ARE-Fluc reporter, luciferase luminescence, 18-24 h | Potency, µM (titrated, usually from 46 µM), inactives show at the highest dose activity change, negative = inhibition, usual class: inhibitors | 2.1% of 360,000 active | AID 504444; note: % is set by controls: 0 for no effect and ±100 for the full control effect; nearly all actives have a fitted effect of over 60% in size
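Reporter: ARE-Fluc in A549. Exposure: 18-24 h, 37 °C, 5% CO2, 5% FBS OPTI-MEM. Readouts: fluorescent cytotoxicity (CellTiter-Fluor), then luminescent Nrf2 signal after BugLite.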
Numbers without * were called inactive; i = inactive; u = inconclusive; x = no result given; [ ] = another dose, or the depositor's remark. Calls come from the whole dose curve; as a rule, active = well fitted curve in the direction sought with a large enough effect; inconclusive = small, poorly fitted or top-dose-only effect, or another doubt; inactive = no such curve, though single readings can be large; an effect the other way counts as inactive or inconclusive. Potency is the fitted concentration of half-maximal effect. A portion of the library; count on the stated rates, not on these rows.

nr | Compound | TGFb inhibitor | HepG2 tox | MCF10A rerep | A549 viability | Nrf2 activator | ATXN2 expr inh | ATXN viability | EPAC2 antag | Nrf2 block
1 | CN(C)CCC(O)(c1ccccc1)c1ccccc1 | 7% | 7% | 4% | 0% | -0.7% | -16% | i | 8% | 8%
2 | CCOc1ccc(CCNC(=O)CSc2n[nH]c(-c3ccccc3)n2)cc1OCC | -43% | -3% | x | 9% | 0.1% | x | x | x | x
3 | CCOC(=O)c1ccc(CN(Cc2ccccc2C)S(=O)(=O)c2ccc(F)c(C(=O)Nc3cccc(OC)c3)c2)cc1 | 18% | 12% | x | -5% | 3.5% | x | x | x | x
4 | Cc1cc(C(=O)Nc2ccc(Br)cc2F)n(-c2ccccc2)n1 | 0% | -7% | 1% | 5% | -0.6% | 3% | i | -9% | -9%
5 | CC(C)(C(=O)N1CCC1(C)C(=O)NS(=O)(=O)c1ccc(Br)cc1)c1ccccc1 (configuration not stated) | -18% | -7% | x | x | 0.2% | 11% | i | 7% | x
6 | Cc1cccc(-n2c(N)cc(=O)[nH]c2=S)c1 | -10% | -11% | 5% | 0% | 0.1% | 3% | i | 0% | 2%
7 | OCCC1CN(Cc2ccccc2O)CCN1CCc1ccccc1 (configuration not stated) | 1% | -8% | -5% | -3% | 3.0% | -11% | i | 5% | 24%
8 | O=S(=O)(Nc1cccc(C(F)(F)F)c1)c1cccnc1 | 1% | 5% | -1% | 2% | 0.3% | -1% | i | -3% | x
9 | COc1ccccc1NC(=O)N1CCN(c2ccc(F)cc2)CC1 | 9% | -13% | -9% | -17% | -0.7% | -13% | i | 2% | u
10 | Cc1ccc(C(=O)N/C(=C/c2ccco2)C(=O)O)cc1 | -4% | -9% | 1% | -1% | 0.2% | 11% | i | 4% | -28%
11 | NS(=O)(=O)c1cccc(NS(=O)(=O)c2ccc(/C=C/C(=O)OCC(=O)c3ccccc3)cc2)c1 | -26% | -23% | -20% | 1% | 3.3% | -2% | i | 1% | 14%
12 | Cc1cc(OC(=O)c2ccco2)c(Sc2ccccc2[N+](=O)[O-])c(=O)o1 | -2% | -11% | 9% | -2% | -0.4% | 2% | i | -7% | -3%

5 compounds already listed, arranged by the value under TGFb inhibitor, descending.
nr	structure	TGFb inhibitor	EPAC2 antag
1	CN(C)CCC(O)(c1ccccc1)c1ccccc1	7%	8%
8	O=S(=O)(Nc1cccc(C(F)(F)F)c1)c1cccnc1	1%	-3%
4	Cc1cc(C(=O)Nc2ccc(Br)cc2F)n(-c2ccccc2)n1	0%	-9%
10	Cc1ccc(C(=O)N/C(=C/c2ccco2)C(=O)O)cc1	-4%	4%
5	CC(C)(C(=O)N1CCC1(C)C(=O)NS(=O)(=O)c1ccc(Br)cc1)c1ccccc1 (configuration not stated)	-18%	7%

Other compounds.
nr | Compound | TGFb inhibitor | HepG2 tox | MCF10A rerep | A549 viability | Nrf2 activator | ATXN2 expr inh | ATXN viability | EPAC2 antag | Nrf2 block
13 | Cc1cc(OC(=O)c2ccc(C)c(C)c2)c([N+](=O)[O-])c(=O)[nH]1 | 3% | 4% | -1% | -2% | -0.4% | x | i | 6% | -9%
14 | COc1ccc(NC(=O)NC23CC4(C)CC(C)(CC(C)(C4)C2)C3)cc1 | 5% | -21% | u | -14% | -0.7% | 5% | i | -7% | -17%
15 | Clc1ccc(-c2ccc(CN3CCCCC3)o2)cc1 | -5% | -22% | 7% | 2% | 3.6% | x | i | -4% | u
16 | CCN1C[C@@H]2[C@@H]3C(=O)N(C)C(=O)[C@@H]3[C@](CC)(C1=O)N2C(=O)c1ccccc1 | 1% | 3% | u | -4% | 0.3% | 5% | i | 11% | -17%
17 | O=S(=O)(NCc1ccc(Cl)cc1)NCc1ccc(Cl)cc1 | 19% | -12% | 0% | 0% | -0.8% | x | i | 16% | -12%
18 | O=C(Cn1cnc2c(cnn2-c2ccccc2Cl)c1=O)N1CCc2ccccc21 | -15% | 3% | -18% | -17% | 0.1% | 3% | i | 9% | x
19 | O=C(CCc1ccccc1)NC(NC(=S)Nc1ccc(Cl)cc1)C(Cl)(Cl)Cl (configuration not stated) | -3% | -95% | 7% | u | 5.1% | 32µM* | x | 11% | 15µM*
20 | COc1cc(OC)cc(C(=O)Nc2ccc3nc(Nc4cccc(C(F)(F)F)c4)cc(C)c3c2)c1 | u | -37% | x | u | 0.2% | u | i | x | u
21 | COc1cc(OC)cc(C(=O)Nc2ccccc2-c2nc3ccccc3s2)c1 | -4% | -8% | x | 3% | -0.9% | 1% | i | x | 5%
22 | C/C(=N\Nc1nc(-c2ccccn2)nc2ccccc12)c1ccc(F)cc1 | u | -42% | 7% | 0% | -0.8% | x | u | 10% | -10%
23 | O=C(OCc1ccccc1F)c1ccc2c(c1)OCCO2 | 14% | -11% | -1% | -13% | 2.6% | 55%[activator] | i | -6% | 21%
24 | NNS(=O)(=O)c1ccc(Sc2ccccn2)c([N+](=O)[O-])c1 | -19% | 4% | -7% | -15% | 0.2% | -12% | i | -2% | 0%

Shown field by field: 3 of the compounds above.
[20] COc1cc(OC)cc(C(=O)Nc2ccc3nc(Nc4cccc(C(F)(F)F)c4)cc(C)c3c2)c1
  TGFb inhibitor: u	HepG2 tox: -37%	MCF10A rerep: x	A549 viability: u	Nrf2 activator: 0.2%	ATXN2 expr inh: u	ATXN viability: i	EPAC2 antag: x	Nrf2 block: u

[18] O=C(Cn1cnc2c(cnn2-c2ccccc2Cl)c1=O)N1CCc2ccccc21
  TGFb inhibitor: -15%	HepG2 tox: 3%	MCF10A rerep: -18%	A549 viability: -17%	Nrf2 activator: 0.1%	ATXN2 expr inh: 3%	ATXN viability: i	EPAC2 antag: 9%	Nrf2 block: x

[13] Cc1cc(OC(=O)c2ccc(C)c(C)c2)c([N+](=O)[O-])c(=O)[nH]1
  TGFb inhibitor: 3%	HepG2 tox: 4%	MCF10A rerep: -1%	A549 viability: -2%	Nrf2 activator: -0.4%	ATXN2 expr inh: x	ATXN viability: i	EPAC2 antag: 6%	Nrf2 block: -9%

Additional structures
nr | Compound | TGFb inhibitor | HepG2 tox | MCF10A rerep | A549 viability | Nrf2 activator | ATXN2 expr inh | ATXN viability | EPAC2 antag | Nrf2 block
25 | CN(C)CCCNc1nc2cc(-c3ccc(C(=O)N4CCN(C)CC4)cc3)sc2c(=O)n1C | 31% | -35% | x | x | 4.0% | 1% | u | 11% | x
26 | CCC(CC)c1nnc(NC(=O)[C@@H](NC(=O)c2cccc(C)c2)C(C)C)s1 | 5% | -4% | 4% | -2% | -0.6% | -4% | i | -3% | -1%
27 | Cc1cc(C)c(C(=O)c2ccc(C(=O)N3CCCCC3)cc2)c(C)c1 | 0% | -2% | 8% | -6% | 0.0% | -8% | i | -24% | -28%
28 | COc1cccc2cc(-c3cn4ccc(C)cc4n3)c(=O)oc12 | -13% | -15% | -3% | 4% | 3.2% | 58%[activator] | i | 2% | u
29 | O=C(CNC(=O)c1cccs1)c1ccc([N+](=O)[O-])cc1 | u | 11% | 24% | -2% | 4.6% | 15% | i | 5% | 0%
30 | COc1ccc(-c2ccc(=O)n(CC(=O)Nc3ccc(C(=O)NC4CC4)cc3)n2)cc1OC | 1% | -10% | 19% | -10% | -0.8% | 2% | i | -5% | -7%
31 | O=C(c1ccccc1)N1CCN(c2ccccc2F)CC1 | -11% | 3% | 0% | -3% | 0.0% | -29% | u | -2% | -5%
32 | O=C(Cc1ccc(S(=O)(=O)N2CCOCC2)s1)Nc1ccc(S(=O)(=O)N2CCCCC2)cc1 | u | 0% | 7% | -2% | 5.7% | -17% | i | 5% | 21µM*
33 | O=S(=O)(Cc1cc(Cl)nc(-c2ccncc2)n1)c1ccccc1 | 9% | 15% | u | -9% | u | -24% | i | -5% | 10%
34 | C/C(CC(=O)Nc1ccc(N(C)C)cc1)=N\NC(=O)c1ccccc1F | 0% | -5% | -3% | 3% | 7.5% | 38%[activator] | i | -6% | 8%
35 | CCOC(=O)C1(CCOC)CCN(C(=O)c2ccccc2-c2cccc(C)c2)CC1 | -21% | -12% | 4% | 1% | -0.1% | 29% | i | -15% | u
36 | O=C(COc1ccccc1)NCc1ccc(-n2cccc2)cc1 | -4% | 6% | 9% | 4% | 1.2% | x | i | 6% | 0%

Additional results follow.
nr | Compound | TGFb inhibitor | HepG2 tox | MCF10A rerep | A549 viability | Nrf2 activator | ATXN2 expr inh | ATXN viability | EPAC2 antag | Nrf2 block
37 | Cc1cc(Br)ccc1NS(=O)(=O)c1c(C)[nH]c(=O)[nH]c1=O | -5% | -3% | -7% | 5% | 9.1% | 2% | i | -6% | 3%
38 | Cn1c(Cn2cnc3ccccc32)nnc1SCC(=O)CC(=O)Nc1ccccc1 | 2% | -8% | 9% | 0% | 5.8% | 6% | i | 7% | 0%
39 | COc1ccc(NC(C)=O)cc1NC(=O)CSc1nc2ncccc2[nH]1 | 18% | -21% | u | 6% | 0.1% | -2% | i | 1% | u
40 | Nc1c(C(=O)Nc2ccccc2)sc2nc3c(c(-c4ccco4)c12)CCC3 | -5% | -55% | u | -1% | 4.2% | 111%[activator] | i | 3% | u
41 | Cc1cccc(N2CCN(C(=O)C3CCN(S(=O)(=O)c4cccnc4)CC3)CC2)c1C | -4% | -15% | 3% | 2% | -0.7% | u | i | 2% | -25%
42 | Cc1csc(NC(=O)C2CCCN2C(=O)OCC(C)C)n1 (configuration not stated) | 0% | 12% | -7% | -4% | -0.4% | 6% | i | 21% | 19%
43 | CN1C(=O)C(C)(C)c2cc(S(=O)(=O)NCc3ccc(Cl)cc3)ccc21 | -12% | -19% | -1% | -9% | 0.2% | 0% | i | -7% | -14%
44 | Cc1ccc(NC(=O)OC(C)N2CCCCC2)cc1NC(=O)OC(C)N1CCCCC1 (configuration not stated) | 21% | -5% | 9% | u | 3.5% | -18% | i | 4% | -1%
45 | CCO[C@@H]1OC(C(=O)NC2CC2)=C[C@H](C)[C@H]1CCCO | u | -13% | 0% | 0% | 0.5% | 8% | i | 9% | 0%

Screening data from PubChem BioAssay.
